D1 PAM: enhances dopamine response at the human D1 receptor. P21728. HEK293 TREx D1 cells, calcium flux, dopamine EC20 potentiation. potentiation, % at 10 µM. actives 0.036% (n = 360,000). AID 504651; in the data active means potentiation above about 30%; further: 0% is about no effect
Vif-APOBEC3F blk: inhibitors of Vif-A3F interaction; HeLa A3F-eYFP + Vif (tagged APOBEC3F with the HIV-1 protein that degrades it), YFP fluorescence increase; actives 0.2% (n = 390,000); Potency, µM (top dose mostly 46.1 µM), for inactives: at the top dose activity, negative = active; further: potency means the concentration at half of the fitted maximal effect; % of control where 0% means no effect; nearly all actives have a fitted effect of over 65% in size
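Fluorescence increase (Ex 488/Em 500-530) after overnight compound treatment at 37 deg C flags inhibition of Vif-driven A3F-eYFP loss in stable HeLa A3F-eYFP/Vif cells seeded overnight beforehand.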
RXFP1 agonist: RXFP1 (human) receptor agonism; Q9HBX9; actives 0.3% (n = 370,000); Potency, µM (titrated, usually from 57.5 µM), without a hit: at the top dose activation, actives largely listed as activators; HEK293T-RXFP1 cAMP TR-FRET, 30 min; response scale: percent of porcine relaxin response, buffer zero; further: potency means the concentration at half of the fitted maximal effect; on the % scale 0 is the no-effect control and ±100 the full control effect; nearly all actives have a fitted effect of over 60% in size; many of its hits are not listed in these tables
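Agonist response is measured as cAMP accumulation in an RXFP1-transfected HEK293T line under PDE4 inhibition. Values are scaled between buffer-only and 29 nM porcine relaxin, and EC50s come from standard Hill equation fits.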
RXFP1 antagonist: antagonists of human relaxin receptor RXFP1 | activity change, negative = inhibition, % at 57.5 µM | actives 0.59% (n = 350,000) | HEK293-RXFP1, relaxin-stimulated cAMP HTRF, 30 min; active compounds read low | Q9HBX9;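 active means activity change of -60% or lower, but not beyond a set lower limit; inconclusive means change between -60% and -40%, or beyond the set limit; inactive means change above -40%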; further: on the % scale 0 is the no-effect control and ±100 the full control effect
D1 ag: human D1 receptor agonism. P21728. HEK293 T-REx D1 cells, calcium flux, agonist mode. activation, % at 2 µM. actives 1% (n = 360,000); in the data active means activation above about 30%; further: 0% is about no effect
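Tetracycline-induced HEK293 TREx D1 cells, force-coupled to calcium signalling, were dye-loaded with a no-wash calcium kit. Compound was pin-added after a 10 s baseline. Fluorescence was read kinetically at 1 cycle/s for 180 s, with calcium rises flagged as agonism.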
Glioma ERSR ind: inducers of ER stress response in human glioma cells; U87-MG GRP78 promoter luciferase reporter, 16 h; Potency, µM, for inactives: top-dose activation, usual class: activators; actives 0.02% (n = 420,000); further: potency means the concentration at half of the fitted maximal effect; series mostly up to about 76 µM; % of control where 0% means no effect; nearly all actives have a fitted effect of over 35% in size
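Stably transfected U87-MG human glioma cells carrying a GRP78-based luminescent sensor were seeded at 1000 cells/well, pin-dosed with compounds and incubated 16 h. Luciferase reagent was then added, and end-point luminescence was read after 10 min at room temperature.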
D2 potentiator: positively modulates the human D2 dopamine receptor allosterically. HEK293 T-REx D2, calcium flux, EC20 dopamine potentiation. potentiation, % at 10 µM. actives 0.34% (n = 340,000);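 active means potentiation over 3 SD above the plate norm, cut at about 30% in these data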; further: 0% is about no effect
Target sequence (P14416 whole entry, looked up): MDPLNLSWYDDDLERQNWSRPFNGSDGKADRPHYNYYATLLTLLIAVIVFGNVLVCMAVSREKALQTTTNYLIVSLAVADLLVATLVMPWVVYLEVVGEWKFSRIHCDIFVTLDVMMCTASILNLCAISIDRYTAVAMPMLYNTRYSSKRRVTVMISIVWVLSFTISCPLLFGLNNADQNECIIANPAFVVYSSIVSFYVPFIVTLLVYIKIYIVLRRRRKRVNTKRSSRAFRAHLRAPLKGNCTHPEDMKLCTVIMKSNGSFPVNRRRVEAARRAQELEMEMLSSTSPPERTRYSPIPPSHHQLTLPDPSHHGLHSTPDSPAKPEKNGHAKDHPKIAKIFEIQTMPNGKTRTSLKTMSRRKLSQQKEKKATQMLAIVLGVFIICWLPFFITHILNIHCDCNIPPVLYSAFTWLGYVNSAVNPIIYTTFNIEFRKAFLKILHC
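Tetracycline-induced Hek293 Trex D2 cells, force-coupled to calcium, loaded with no-wash calcium dye. Compound added with 180 s kinetic read for agonism, then EC20 dopamine and a further 180 s read for potentiation.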
D1 antag: human D1 dopamine receptor antagonism; actives 3.2% (n = 360,000); AID 504652; P21728; HEK293 TREx D1 cells, calcium flux, dopamine EC80; active compounds read low; activity change, negative = inhibition, % at 10 µM; in the data active means activity change below about -30%; further: on the % scale 0 is the no-effect control and ±100 the full control effect
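Compound effects on dopamine-evoked calcium signalling were measured in tetracycline-induced HEK293 Trex D1 cells. Dopamine at EC80 followed a 180 s compound pre-read, and fluorescence was tracked kinetically for 180 s more.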
Vif-A3G inh: inhibitors of Vif-APOBEC3G interaction. Q9HC16. HeLa A3G-eYFP + Vif (tagged APOBEC3G with the HIV-1 protein that degrades it), YFP fluorescence, overnight. Potency, µM (series often up to 46.1 µM), without a hit: at the highest dose activity, negative = active, actives largely listed as inhibitors. actives 0.076% (n = 410,000);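 further: potency means the concentration at half of the fitted maximal effect; on the % scale 0 is the no-effect control and ±100 the full control effect; nearly all actives have a fitted effect of over 60% in size; hits raise eYFP signal because A3G escapes Vif-driven loss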
Target sequence (Q9HC16 whole entry, looked up): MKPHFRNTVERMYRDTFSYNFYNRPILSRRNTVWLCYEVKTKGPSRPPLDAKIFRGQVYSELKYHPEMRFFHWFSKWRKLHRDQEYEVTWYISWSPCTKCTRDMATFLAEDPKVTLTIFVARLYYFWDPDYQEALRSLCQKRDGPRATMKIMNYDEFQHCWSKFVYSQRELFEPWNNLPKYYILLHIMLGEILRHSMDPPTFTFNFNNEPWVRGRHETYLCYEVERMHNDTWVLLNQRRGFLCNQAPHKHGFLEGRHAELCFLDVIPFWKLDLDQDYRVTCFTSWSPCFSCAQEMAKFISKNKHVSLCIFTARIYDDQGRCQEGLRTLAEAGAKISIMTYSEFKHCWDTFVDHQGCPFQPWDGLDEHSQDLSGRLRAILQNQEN
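Read-out is eYFP fluorescence (Ex 488/Em 500-530) from Vif-expressing HeLa A3G-eYFP cells; more signal means A3G escaped Vif-mediated degradation. Cells plated overnight, compound pinned in, incubated overnight at 37 deg C.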
* hit, by the source's call; ? = inconclusive; nt = no result given; & = joins results of further samples. Unless noted, the call rests on the fitted dose curve; in most records, active means well fitted curve in the direction sought with a large enough effect; inconclusive means small, poorly fitted or top-dose-only effect, or another doubt; inactive means no such curve, though single readings can be large; an effect the other way counts as inactive or inconclusive. Not all compounds are listed (hit frequency here may not be typical).

1. COCCNC(C)C(=O)C12CC3CC(CC(C3)C1)C2 (stereo not given)
2. CC1=C(C(=O)Nc2ccccc2C)C(c2cccs2)n2nc(SCc3ccccc3)nc2N1 (stereo not given)
3. Cc1cccc(NS(=O)(=O)c2ccc3c(c2)CCN3C(=O)C2CC2)c1C
4. COc1cccc(-n2c(SCc3c(C)noc3C)nnc2-c2cccc(S(=O)(=O)N(C)C)c2)c1
5. CCOCCCNC(=O)c1c(NC(=O)Cc2coc3c(C)c(C)ccc23)sc2c1CCC2
6. COc1ccc(CNC(=O)CN2C(=O)C3CCCN3c3ncc(Cl)cc32)cc1 (stereo not given)
assay / compound	1	2	3	4	5	6
D1 antag	3	-8	-21	-4	12	-2
RXFP1 antagonist	7	nt	nt	12	-11	-21
Vif-APOBEC3F blk	-11%	?	0%	nt	0%	6%
RXFP1 agonist	-0.2%	3.0%	1.2%	5.1%	0.7%	1.4%
D1 PAM	-3	0	-1	3	-1	-5
Vif-A3G inh	1%	-10%	-2%	-6%	-7%	-2%
Glioma ERSR ind	-1%	3%	-1%	-2%	-4%	-2%
D2 potentiator	0	2	0	-7	-14	2
D1 ag	3	7	20	0	2	4

7. CCOC(=O)c1c(C)oc2ncnc(Nc3ccc(CC)cc3)c12
8. FC(F)(F)c1cccc(-n2cccc2/C=N/n2cnnc2)c1
9. Cc1ccc(S(=O)(=O)N2CCN(c3ccc([N+](=O)[O-])cn3)CC2)cc1
10. NS(=O)(=O)c1ccc(CCNC(=O)COC(=O)/C=C/c2ccc(Cl)cc2)cc1
11. O=C(C1CCN(S(=O)(=O)c2cccc3nonc23)CC1)N1CCCCC1
12. O=C(NCC(c1ccco1)N1CCN(c2ccccc2F)CC1)c1ccc2c(c1)OCO2 (stereo not given)
assay / compound	7	8	9	10	11	12
D1 antag	-3	7	3	11	3	11
RXFP1 antagonist	nt	3	-7	-6	8	-23
Vif-APOBEC3F blk	-9%	0%	-1%	-3%	3%	-19%
RXFP1 agonist	1.0%	0.5%	0.7%	-4.0%	5.9%	0.3%
D1 PAM	-2	1	0	-8	-1	-2
Vif-A3G inh	0%	-1%	0%	0%	-3%	-15%
Glioma ERSR ind	0%	-4%	7%	1%	-1%	-4%
D2 potentiator	12	-7	-5	4	9	1
D1 ag	2	2	1	2	-1	0

13. CCN(C(=O)COC(=O)c1cc(-c2ccccc2)nc2c1c(C)nn2-c1ccccc1)C1CCS(=O)(=O)C1 (stereo not given)
14. Cc1ccc(-c2nnc3ccccc3c2C(=O)Nc2ccccc2F)cc1
15. CSc1ccc(CN2CCC(Oc3cccc(C(=O)N4CCCC4)c3)CC2)cc1
16. CCCCN(C(=O)NC(=O)Nc1cccc(C)c1C)S(C)(=O)=O
17. O=C(Nc1ccccc1C(F)(F)F)c1cc(S(=O)(=O)N2CCC3(CC2)OCCO3)ccc1F
18. Clc1ccc(C2Nc3ccccc3-n3cccc32)cc1 (stereo not given)
assay / compound	13	14	15	16	17	18
D1 antag	-9	1	-9	43	0	3
RXFP1 antagonist	52	-5	-24	8	-8	nt
Vif-APOBEC3F blk	-10%	0%	14%	-2%	-7%	-22%
RXFP1 agonist	1.1%	0.3%	-0.8%	1.1%	1.3%	0.4%
D1 PAM	-5	-6	-10	-4	4	1
Vif-A3G inh	0%	-3%	1%	-3%	0%	1%
Glioma ERSR ind	-5%	0%	-3%	-2%	0%	0%
D2 potentiator	1	1	-13	4	14	9
D1 ag	0	1	7	23	2	3

19. C(=N\n1cnnc1)/c1ccc(OC2CSC2)cc1
20. O=c1c2ccccc2c(C=Nc2cccc(O)c2)c(O)n1-c1ccc2c(c1)OCO2
21. CCOC(=O)N1CCN(C(=O)c2cc(C)c3c(C)nn(-c4ccccc4)c3n2)CC1
22. CCOC(=O)COc1ccc2c(c1)c(C(=O)OCC)c(C)n2CC
23. O=C(COc1ccccc1)NCC(=O)NC1CCCCC1
24. CN(C)CCN(Cc1ccccc1)S(=O)(=O)c1csc(C(N)=O)c1
assay / compound	19	20	21	22	23	24
D1 antag	0	24	7	2	3	8&-2
RXFP1 antagonist	-15	-6	11	0	-18	6
Vif-APOBEC3F blk	0%	?	-8%	1%	-18%	5%&-5%
RXFP1 agonist	-0.3%	0.8%	2.8%	0.7%	0.8%	0.2%&-0.1%
D1 PAM	-3	-5	1	-5	-2	-3&2
Vif-A3G inh	-6%	?	2%	-2%	1%	-2%&6%
Glioma ERSR ind	-3%	-5%	-4%	0%	-5%	-3%&1%
D2 potentiator	1	-8	4	4	-2	-1&0
D1 ag	0	2	1	0	1	4&2

25. CCOC(=O)c1cccc(NC(=O)CSc2nncn2-c2ccccn2)c1
26. CCOc1ccc(N2C(=O)N(Cc3c(F)cccc3Cl)c3ccccc3S2(=O)=O)cc1
27. O=C(CCCN1C(=O)/C(=C/c2ccccc2Cl)SC1=S)N1CCCC1
28. Fc1ccc(N2CCN(C3CCC(c4ccccc4)CC3)CC2)cc1 (stereo not given)
29. Fc1cc2[nH]c(=S)[nH]c2cc1Cl
30. COc1ccccc1NCC(=O)c1ccc(C)c(C)c1
assay / compound	25	26	27	28	29	30
D1 antag	5	-8	-5	2	-41*	-1
RXFP1 antagonist	6	-8	-24	-25	-20	13
Vif-APOBEC3F blk	7%	-5%	4%	-12%	-4%	?
RXFP1 agonist	-0.5%	2.0%	1.9%	0.0%	-2.3%	-0.6%
D1 PAM	-3	1	-3	-4	-4	-3
Vif-A3G inh	-1%	2%	-2%	-4%	-8%	1%
Glioma ERSR ind	2%	0%	-11%	-4%	-7%	-5%
D2 potentiator	12	6	-2	-18	7	5
D1 ag	2	4	4	1	2	1

Ordered by heavy-atom count (rising): part of the list above
29. Fc1cc2[nH]c(=S)[nH]c2cc1Cl
28. Fc1ccc(N2CCN(C3CCC(c4ccccc4)CC3)CC2)cc1 (stereo not given)
25. CCOC(=O)c1cccc(NC(=O)CSc2nncn2-c2ccccn2)c1
assay / compound	29	28	25
D1 antag	-41*	2	5
RXFP1 antagonist	-20	-25	6
Vif-APOBEC3F blk	-4%	-12%	7%
RXFP1 agonist	-2.3%	0.0%	-0.5%
D1 PAM	-4	-4	-3
Vif-A3G inh	-8%	-4%	-1%
Glioma ERSR ind	-7%	-4%	2%
D2 potentiator	7	-18	12
D1 ag	2	1	2

(further entries)
31. CCN(CC)S(=O)(=O)c1ccc(NC(=O)CSc2nc3nc(C)cc(C)c3c(=O)[nH]2)cc1
32. COc1ccccc1CNC(=O)[C@H](C)NC(=O)C1CCN(C(=O)[C@@H]2CCCN2C(=O)OC(C)(C)C)CC1
33. CCOc1ccc(NCc2cccn2-c2nnc(N3CCC(C(=O)NCc4ccccc4Cl)CC3)s2)cc1
34. COc1cc(OC)cc(C(=O)NCC2CCCN(C(=O)c3csc(C(C)C)n3)C2)c1 (stereo not given)
35. Clc1ccc(NC2=NCCCCC2)cc1
36. CC(C)(C)c1nn(-c2ccccc2)c2[nH]c(=O)c(CNCc3ccc4c(c3)OCO4)cc12
assay / compound	31	32	33	34	35	36
D1 antag	nt	2	0	8	-11	34
RXFP1 antagonist	7	nt	-2	0	-2	-11
Vif-APOBEC3F blk	2%	-2%	nt	-3%	-10%	-9%
RXFP1 agonist	nt	1.9%	0.4%	0.1%	-0.6%	-0.3%
D1 PAM	nt	-4	-1	8	-5	12
Vif-A3G inh	-5%	2%	nt	-2%	0%	-13%
Glioma ERSR ind	-2%	1%	nt	-5%	-3%	-1%
D2 potentiator	nt	15	-1	5	3	12
D1 ag	nt	1	-1	0	5	0

37. Cc1cc(Cl)cc(Cl)c1CNc1c([N+](=O)[O-])c(=O)oc2ccccc12
38. CC1CC(Nc2ccccc2N)=CC(=O)O1 (stereo not given)
39. C=CCn1c(SCC(=O)Nc2ccc(C(=O)OC(C)C)cc2)nnc1-c1cccs1
40. Cc1c(C(=O)N2CCCCCC2)c(S(=O)(=O)Nc2ccccc2F)c(C)n1C
41. C#CCOCCOCCOCCNc1nc(N2CCN(C(=O)[C@H](Cc3ccc(O)cc3)n3cc([C@@H](N)C(C)CC)nn3)CC2)nc(N2CCN(C(=O)[C@H](Cc3cc4ccccc4[nH]3)n3cc([C@@H](N)CC(C)C)nn3)CC2)n1 (stereo not given in full)
42. O=C(N/N=C/C=C/c1ccccc1[N+](=O)[O-])c1cc(-c2ccccc2)n[nH]1
43. CCC(=O)N1CCN=C1SCc1ccccc1Cl
44. O=C(Nc1cccc(Cl)c1)c1cncn1-c1ccc(F)cc1
45. CCC(C)C(NC(=O)C1CCC(C)CC1)C(=O)NC(CCSC)C(=O)OC (stereo not given)
assay / compound	37	38	39	40	41	42	43	44	45
D1 antag	6	nt	6	6	6	0	2	-17	5
RXFP1 antagonist	6	-25	-3	13	nt	-27	nt	-7	-5
Vif-APOBEC3F blk	-1%	0%	8%	3%	-1%	-19%	-2%	-4%	-1%
RXFP1 agonist	1.0%	2.0%	24%	-0.6%	-1.4%	-1.5%	0.5%	-2.0%	-1.6%
D1 PAM	-2	-2	-1	3	0	3	-2	-4	2
Vif-A3G inh	0%	0%	0%	-2%	1%	-8%	1%	2%	-1%
Glioma ERSR ind	-4%	1%	-6%	-1%	-1%	-3%	-1%	-1%	-2%
D2 potentiator	-18	3	-3	9	0	-30	-13	-11	13
D1 ag	14	2	8	1	-5	10	0	1	-2

Compound activity deposited in PubChem by National Center for Advancing Translational Sciences (NCATS).
